# VLA-4 inh: inhibition in a human VLA-4 binding assay. VLA-4 expressing cells, ligand binding flow cytometry. inhibition, % (about 7 µM as worked out from the volumes in the protocol). hit rate 0.2% among 330,000; in the data active means inhibition above about 50%
# RPL19A TOR yeast: modulators of TOR pathway RPL19A-GFP in S. cerevisiae. percent response vs DMSO, % at 10 µM. S. cerevisiae RPL19A-GFP strain, flow cytometry, 3 h; active compounds read low. hit rate 0.3% among 330,000;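 active means percent response vs DMSO below 50%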;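 further: median channel GFP fluorescence of the barcoded RPL19A-GFP strain; ratio of sample median GFP to plate DMSO average so 100% = DMSO; lower means less RPL19A-GFP as with rapamycin TOR inhibition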
# GRK2 aptamer HTS: blocks RNA aptamer binding to human GRK2 | hit rate 0.59% among 330,000 | P25098 | inhibition of aptamer binding, % at 10 µM | bead flow cytometry, FAM-aptamer displacement from GRK2 | AID 488847;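 active means inhibition of aptamer binding above 40%, roughly 3 SD of noise, on plates passing a quality check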;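 further: median bead fluorescence of bound FAM aptamer so fluorescent compounds give negative values; no value below 0 was filed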
# Target sequence (P25098 whole entry, looked up): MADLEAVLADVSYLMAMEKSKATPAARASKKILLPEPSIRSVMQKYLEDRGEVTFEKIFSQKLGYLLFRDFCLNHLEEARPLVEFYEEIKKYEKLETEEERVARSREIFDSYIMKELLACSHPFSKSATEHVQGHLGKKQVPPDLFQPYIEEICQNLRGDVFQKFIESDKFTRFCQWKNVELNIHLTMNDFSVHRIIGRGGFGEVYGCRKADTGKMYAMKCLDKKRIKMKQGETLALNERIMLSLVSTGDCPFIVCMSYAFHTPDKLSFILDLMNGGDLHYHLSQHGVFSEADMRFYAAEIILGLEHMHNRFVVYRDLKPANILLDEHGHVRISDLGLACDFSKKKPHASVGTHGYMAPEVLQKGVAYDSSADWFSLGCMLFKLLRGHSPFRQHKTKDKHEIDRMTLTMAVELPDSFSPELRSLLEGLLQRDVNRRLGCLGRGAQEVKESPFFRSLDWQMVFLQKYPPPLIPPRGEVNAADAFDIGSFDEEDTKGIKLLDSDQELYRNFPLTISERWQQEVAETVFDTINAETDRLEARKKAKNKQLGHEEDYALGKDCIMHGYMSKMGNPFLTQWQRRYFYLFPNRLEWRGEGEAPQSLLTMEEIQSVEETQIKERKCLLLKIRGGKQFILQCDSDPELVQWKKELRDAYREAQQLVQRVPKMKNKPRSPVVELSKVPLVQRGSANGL
# MEP2 TOR yeast: yeast TOR pathway MEP2-GFP modulation; S. cerevisiae MEP2-GFP strain, flow cytometry GFP, 3 h; 100% = DMSO control level; GFP response vs DMSO, % at 10 µM; hit rate 0.51% among 330,000;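 active means GFP response versus DMSO above a set limit, roughly screen mean plus 3 SD, cut at about 180% in these data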;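 further: median GFP fluorescence of the barcode-gated MEP2-GFP cells per well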
# LAP4-GFP MLPCN: yeast TOR pathway LAP4-GFP modulation; S. cerevisiae LAP4-GFP multiplex, flow cytometry GFP, 3 h; median GFP as percent of DMSO wells; GFP response vs DMSO, % at 10 µM; hit rate 0.34% among 320,000; AID 2023;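 active means GFP response vs DMSO above a set limit, about the screen mean plus 3 SD, cut at about 150% in these data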
# CIT2-GFP yeast: modulators of TOR pathway CIT2-GFP in S. cerevisiae; S. cerevisiae CIT2-GFP strain, flow cytometry, 3 h; 100 means same as DMSO wells; GFP response vs DMSO, % at 10 µM; hit rate 0.065% among 320,000; AID 2029;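 active means GFP response relative to DMSO above a set limit, near the screen mean plus 3 SD, cut at about 150% in these data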;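 further: ratio of well median GFP fluorescence to mean of DMSO wells on the plate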
# JMJD2C inh: human JMJD2C demethylase inhibition. Q9H3R0. GST-JMJD2C(1-420) H3K9me3 demethylation, DELFIA europium. inhibition, % at 2.35 µM. hit rate 0.069% among 330,000. AID 2099;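 active means more than half of a compound's replicate wells show inhibition beyond 50%, single wells judged on their own value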;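 further: signal counts dimethyl H3K9 product captured on neutravidin plate; 0% = median of DMSO wells and 100% = 0.3 times that DMSO median; strong numbers were not always called active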
# Target sequence (Q9H3R0 1-420 limits assumed): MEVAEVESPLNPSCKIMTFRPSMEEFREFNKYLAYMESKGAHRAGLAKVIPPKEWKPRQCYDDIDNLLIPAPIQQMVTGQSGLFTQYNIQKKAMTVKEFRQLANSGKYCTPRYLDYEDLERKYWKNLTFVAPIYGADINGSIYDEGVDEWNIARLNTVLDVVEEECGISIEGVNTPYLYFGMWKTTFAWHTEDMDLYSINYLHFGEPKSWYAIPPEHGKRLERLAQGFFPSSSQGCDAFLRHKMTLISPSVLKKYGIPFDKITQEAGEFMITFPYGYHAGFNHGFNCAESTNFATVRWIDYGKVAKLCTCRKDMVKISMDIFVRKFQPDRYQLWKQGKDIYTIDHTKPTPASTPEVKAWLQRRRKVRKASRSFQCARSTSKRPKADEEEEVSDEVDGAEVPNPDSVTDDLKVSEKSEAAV
# AGP1-GFP MLPCN: alters AGP1-GFP fluorescence in TOR pathway yeast screen; S. cerevisiae AGP1-GFP multiplex flow cytometry, 3 h; GFP as percent of DMSO wells; hit rate 0.02% among 320,000; GFP response vs DMSO, % at 10 µM;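 active means GFP response relative to DMSO above a set limit, near screen average plus 3 SD, cut at about 150% in these data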;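 further: median GFP channel fluorescence of the gated AGP1 strain per well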
# * = called active by the depositor; · = no result given; [ ] = dose if it differs, or a comment. Rows were taken by chance. Share with any hit: about 1.7%.
CIT2-GFP yeast,VLA-4 inh,MEP2 TOR yeast,LAP4-GFP MLPCN,GRK2 aptamer HTS,AGP1-GFP MLPCN,RPL19A TOR yeast,JMJD2C inh,structure
95.7,-7.9,115.8,115.9,0.0,97.9,101.6,-16.9,Cc1ccc(N2C(=O)C3CCCN3C2=S)cc1Cl (centres undefined)
103.4,1.9,103.3,103.5,2.0,100.4,103.1,-0.9,CNS(=O)(=O)c1ccc(OC)c(-c2nnc3c4ccccc4c(C)nn23)c1
94.0,15.3,247.9*,82.6,0.0,67.6,33.0*,-0.7,CCc1cc(=O)oc2c(CN3CCCC3)c(O)c(Cl)cc12
109.3,13.5,101.5,95.7,4.0,99.8,98.0,7.1,CCOC(=O)c1cc2cc(OCc3ccccc3)ccc2nc1C
103.8,1.6,101.2,101.7,1.0,103.2,104.5,10.3,Cc1c(C(=O)OC2CCC(C)CC2)[nH]c2c1C(=O)CCC2 (centres undefined)
96.0,-9.7,114.3,101.0,2.0,94.6,103.5,33.6,COc1ccc(/C=N/NC(=O)COc2ccc3ccccc3c2)c(C(=O)O)c1OC
105.6,3.7,96.3,105.0,0.0,109.3,99.7,1.5,Cc1ccc(-c2nn(C)c(=O)c3ccccc23)cc1CNC(=O)NC1CCCCC1
96.7,-3.7,105.0,94.9,3.0,91.2,96.3,8.4,CCCC(C)C(=O)Nc1cc(S(=O)(=O)N2CCCCC2)ccc1N1CCOCC1 (centres undefined)
82.5,20.6,94.1,91.7,0.0,87.6,95.0,17.6,COc1cccc(Nc2nc(-c3sc(C)nc3C)cs2)c1
86.2,7.3,86.5,91.7,1.0,·,88.0,2.1,COc1ccc(CNC(=O)c2c(C)cc(=O)oc2C)cc1OC
91.7,12.9,91.3,99.1,0.0,100.3,93.7,12.1,Cc1cccc(NC(=O)COc2cccc3c2CCN(C)C3=O)c1C
106.4,-5.0,108.2,110.9,2.0,120.2,106.1,·,C=CCOc1ccc(/C=C/C(=O)OCC(=O)NCc2cccc(OC)c2)cc1
95.6,1.8,94.6,97.0,0.0,95.1,91.4,35.9,COc1cccc(NC(=O)CN(C)C(=O)c2c(-c3ccccc3)noc2C)c1
98.7,23.8,106.3,93.7,3.0,98.3,101.6,-4.1,O=C(/C=C/Nc1ccc(Br)cc1F)c1ccccc1
104.9,17.3,100.6,100.8,0.0,102.3,100.5,2.3,Cc1cccc(OCc2nnc(SCC(=O)N(c3ccccc3)C3CCS(=O)(=O)C3)o2)c1 (centres undefined)
101.2,7.0,95.9,92.1,1.0,101.5,103.3,-3.4,O=C(Nc1ccc(Br)cc1Cl)NC1CC1
104.8,-6.5,106.4,118.2,0.0,109.9,105.3,-3.0,CCCCN(CC)C(=O)c1n[nH]c(=O)c2ccccc12
101.9,1.3,105.4,92.9,3.0,98.8,102.9,1.1,COc1ccc(C2CC(c3ccc(Br)cc3)=NN2C(=O)CCC(=O)O)cc1OC (centres undefined)
93.6,2.7,91.5,105.2,0.0,99.5,97.0,-6.6,NC(=O)N/N=C/c1coc2ccc3ccccc3c2c1=O
97.9,17.7,101.3,103.1,0.0,100.7,101.2,4.1,COc1ccc(C2c3c(oc4ccccc4c3=O)C(=O)N2CCCN2CCOCC2)cc1 (centres undefined)
96.4,37.8,100.7,94.7,0.0,100.5,99.4,-20.2,COc1cc2c(C(=O)NCc3ccccn3)cn(CC(C)C)c(=O)c2cc1OC
91.7,3.1,100.2,102.7,5.0,99.7,97.2,·,COc1ccc(N2CCN(C(=O)COC(=O)c3ccc(CSC)o3)CC2)cc1
93.9,6.7,101.9,112.2,1.0,109.3,96.5,-4.4,CCCCC1C2C(=O)N(c3ccccc3)C(=O)C2ON1c1ccccc1 (centres undefined)
85.0,1.8,94.3,110.8,0.0,102.8,95.0,5.7,CCSc1nc2sc3c(c2c2[n+]1CC(CBr)O2)CCCC3 (centres undefined)
94.6,-4.4,100.6,99.7,0.0,102.3,103.5,80.9,COc1ccc(C(C(=O)NC2CCCC2)N(C(=O)c2ccco2)c2ccc(OC)c(OC)c2)cc1 (centres undefined)

# Not a retest: entries from further up.
CIT2-GFP yeast,VLA-4 inh,MEP2 TOR yeast,LAP4-GFP MLPCN,GRK2 aptamer HTS,AGP1-GFP MLPCN,RPL19A TOR yeast,JMJD2C inh,structure
95.7,-7.9,115.8,115.9,0.0,97.9,101.6,-16.9,Cc1ccc(N2C(=O)C3CCCN3C2=S)cc1Cl (centres undefined)
103.4,1.9,103.3,103.5,2.0,100.4,103.1,-0.9,CNS(=O)(=O)c1ccc(OC)c(-c2nnc3c4ccccc4c(C)nn23)c1

# Next part
CIT2-GFP yeast,VLA-4 inh,MEP2 TOR yeast,LAP4-GFP MLPCN,GRK2 aptamer HTS,AGP1-GFP MLPCN,RPL19A TOR yeast,JMJD2C inh,structure
89.2,-1.9,103.7,101.0,0.0,101.1,106.2,10.2,CCCc1cc(=O)[nH]c(SCC(=O)Nc2cccc(S(=O)(=O)N3CCCCC3)c2)n1
96.5,8.9,99.7,93.1,0.0,91.0,100.8,15.0,CC(C)Sc1nc2ccccc2n2cnnc12
111.3,7.4,98.7,99.4,1.0,97.8,96.1,0.4,COc1ccc(CCNC(=O)COC(=O)c2cc(S(=O)(=O)NCc3ccccc3)ccc2O)cc1OC
98.2,2.2,100.5,86.4,0.0,99.4,101.8,-4.9,O=C(NCc1ccncc1)c1nc(-c2ccc(C(F)(F)F)cc2)no1
105.7,1.7,108.2,95.4,5.0,101.3,107.5,2.4,c1ccc(Oc2ccc3ccccc3n2)cc1
99.1,7.9,99.2,102.3,0.0,97.2,98.0,-0.1,COC(=O)CSc1ccc2c(N)c(C(=O)OC)sc2c1
100.0,-7.9,96.1,92.4,0.0,97.6,97.1,0.8,Cc1ccc(NC(=O)CSc2nnnn2-c2ccc3c(c2)OCO3)cc1C
103.3,-33.6,98.2,88.6,1.0,93.1,96.5,0.9,O=C(NCC1CCCO1)C(c1cccs1)N(C(=O)c1ccc(-c2ccccc2)[nH]1)C1CCCC1 (centres undefined)
101.1,-5.5,116.2,101.7,4.0,102.8,98.6,-5.3,Cc1cc(=O)[nH]c(Sc2c(-c3ccccc3)c3ccccc3[nH]c2=O)n1
102.6,-6.2,92.5,94.4,4.0,96.6,94.1,18.2,Cc1ccc(C(=O)C(C)OC(=O)c2n[nH]c(=O)c3ccccc23)cc1 (centres undefined)
100.3,2.2,96.5,97.2,3.0,98.3,95.3,6.3,CC(=O)OCCN(CCOC(C)=O)c1c(C)[nH]c(=O)[nH]c1=O
96.5,3.8,102.4,99.4,0.0,98.6,99.2,-4.2,CCOC(=O)CNC(=O)c1ccc(Cl)s1
98.4,4.6,108.6,95.7,1.0,101.7,99.9,-16.0,Cc1cccc2cc(C#N)c(SCC(=O)NCc3cccs3)nc12
97.7,-0.2,107.8,98.3,0.0,90.0,98.0,-11.8,CCC(=O)N1CCN(c2ccccc2NC(=O)COc2cccc(C)c2)CC1
103.2,7.7,105.8,102.8,0.0,98.2,109.4,-1.3,O=C(N/N=C/c1ccc[nH]1)c1cc(-c2ccc(Cl)cc2)nc2ccccc12
95.3,2.4,103.8,94.1,3.0,95.2,104.1,4.8,CCC(O)(c1ccccc1)C(CN1CCOCC1)c1ccccc1 (centres undefined)
97.4,3.3,103.5,84.9,1.0,91.2,101.7,-11.8,COCCNC(=O)Cn1cc(/C=C(\C#N)C(=O)NC2CCCC2)c2ccccc21
99.3,-4.9,103.5,96.7,0.0,103.7,100.9,3.4,N#Cc1ccc(C23CC4(C2)[C@H](CN(Cc2cccnc2)[C@@H]4c2ccccc2)C3c2ccccc2)cc1 (some centres undefined)
95.5,22.0,93.8,91.9,0.0,100.0,96.8,-2.7,COc1ccc2c(c1)[C@H]1[C@H](CO2)[C@H](c2ccccc2)[C@]2(C)C(=O)N[C@@H](C)C(=O)N12
107.4,33.4,104.7,108.8,2.0,103.5,100.0,-9.7,O=C(CN1C(=O)COc2ccccc21)NCCCN1CCCCC1
94.8,14.6,105.3,108.6,0.0,94.6,97.3,13.8,Cc1ccc(CCNC(=O)c2ccc3nc4ccc(Cl)cc4c(=O)n3c2)cc1
99.3,13.3,104.7,103.2,1.0,100.3,99.5,3.6,CCOc1ccccc1NC(=O)c1ccccc1-c1nc(-c2ccccc2)no1
95.1,-1.4,94.6,105.6,0.0,100.5,96.5,-3.8,COc1ccc(CCn2ccc(O)c(Cc3ccc(Cl)cc3)c2=O)cc1OC
104.6,-11.1,107.4,103.0,1.0,111.6,102.5,4.5,O=C(N/N=C/c1ccc[nH]1)c1ccc(COc2cccc3cccnc23)cc1
109.1,13.3,104.1,89.8,4.0,100.4,102.7,-12.1,COc1ccc(C(C(=O)NCC2CCCO2)N(C(=O)Cn2nnc3ccccc32)c2ccc(NC(C)=O)cc2)cc1OC (centres undefined)

# (listing goes on)
CIT2-GFP yeast,VLA-4 inh,MEP2 TOR yeast,LAP4-GFP MLPCN,GRK2 aptamer HTS,AGP1-GFP MLPCN,RPL19A TOR yeast,JMJD2C inh,structure
108.2,18.8,105.0,109.9,4.0,110.4,105.7,2.8,CC(C)Oc1ccc(S(=O)(=O)N2CCOCC2)cc1NC(=O)c1cc([N+](=O)[O-])ccc1N1CCOCC1
105.6,19.6,98.6,86.3,4.0,99.4,99.3,4.3,COc1ccc(C(=O)NCC(=O)N/N=C/c2cccnc2)cc1
104.6,13.8,92.6,76.5,1.0,96.4,100.4,-13.3,CCN(CC)C(=O)NC1CC(=O)N(c2ccc(OC)cc2)C1 (centres undefined)
95.0,4.8,92.0,81.8,4.0,90.9,73.4,11.6,CCOc1ccc(C(=O)COC(=O)c2ccc(-n3cnnn3)cc2)cc1
112.9,-16.1,80.7,67.8,3.0,91.2,95.7,-11.1,COc1ccc(NC2CCCN(C(=O)c3csc(C)n3)C2)cc1 (centres undefined)
99.3,1.7,100.2,93.5,0.0,97.5,101.4,-0.1,COCCn1c(-c2cccc([N+](=O)[O-])c2)nc2c1c(=O)[nH]c(=O)n2Cc1ccccc1
73.1,9.1,100.9,132.8,4.0,96.2,100.8,-10.5,Cc1ccc(NC(=O)CSc2ncn(-c3ccccc3)n2)cc1C
84.3,-2.3,89.7,89.4,3.0,91.2,92.9,2.3,COc1ccc(CNC(=S)Nc2ccc(S(N)(=O)=O)cc2)cc1
97.5,-10.9,95.4,90.9,1.0,104.2,96.5,4.1,O=C1NC(=Nc2cccc(Cl)c2)SC1Cc1cccc(Cl)c1Cl (centres undefined)
104.0[may fluoresce green],-20.9,100.6[may fluoresce green],94.4[may fluoresce green],0.0,102.5[may fluoresce green],97.5[may fluoresce green],-5.3,Cc1ccc(CNC(=O)C(=O)c2cn(CC(=O)N3CCCC3)c3ccccc23)cc1
102.2,-0.2,103.5,103.8,3.0,106.5,102.8,-2.0,CCOC(=O)C1CCN(C(=O)c2ccccc2NC(C)=O)CC1
102.2,5.7,100.8,100.1,3.0,102.2,102.5,-5.5,CC(=O)c1cnc2scnn2c1=O
99.0,4.9,104.1,124.2,0.0,109.7,101.2,1.9,COC(=O)/C(C#N)=C/c1ccc(-c2ccc(S(N)(=O)=O)cc2)o1
98.0,6.4,106.1,100.7,2.0,101.7,104.3,-2.7,COc1cc(/C=N/NC(=O)CC2(C)OCCO2)cc(Br)c1O
107.2,-6.4,109.1,108.9,78.0*,102.7,101.5,0.7,O=C(/C=C/c1ccco1)N1CCN(S(=O)(=O)c2ccccc2)CC1
100.6,3.3,110.1,90.3,1.0,88.1,102.2,6.7,COC(=O)c1cc(N=Cc2c(O)c3ccccc3oc2=O)cc(C(=O)OC)c1
89.3,26.7,99.5,99.5,0.0,98.7,99.6,-7.8,COc1ccccc1NC(=O)NCCN1CCCCC1
94.2,7.7,99.4,97.3,3.0,96.0,98.0,-1.4,CCn1c(SCC(N)=O)nc2c1c(=O)n(C)c(=O)n2C
